Source: PubChem
TNF death inh – TNF-alpha cell death inhibition in Jurkat FADD-/- cells; hit rate 0.068% among 220,000; activation (protection from cell death), % at 10 µM; AID 463075; Jurkat FADD-/- TNF necroptosis rescue, ATP luminescence, 24 h; 0 = TNF only, 100 = no-TNF cells;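 active means activation, meaning protection from cell death, of at least 50% relative to plate controls; inactive means activation below 50%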;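 further: necroptosis triggered by 40 ng/mL TNF-alpha added together with compound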
Wee1 degr inh – inhibitors of human Wee1 degradation; HeLa Luc-Wee1K328M stability, luciferase luminescence; 100% = proteasome inhibitor MG132 effect; P30291; hit rate 1.2% among 220,000; reporter increase, % at 5 µM;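 active means activation above the mean of all tested compounds plus 3 SD, set per screening run, cut at about 8.8% in these data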;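 further: cells exposed to compound for 20 h before luminescence read; 0% = DMSO alone and 100% = MG132 at 30 µM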
Target sequence (P30291 whole entry K328M): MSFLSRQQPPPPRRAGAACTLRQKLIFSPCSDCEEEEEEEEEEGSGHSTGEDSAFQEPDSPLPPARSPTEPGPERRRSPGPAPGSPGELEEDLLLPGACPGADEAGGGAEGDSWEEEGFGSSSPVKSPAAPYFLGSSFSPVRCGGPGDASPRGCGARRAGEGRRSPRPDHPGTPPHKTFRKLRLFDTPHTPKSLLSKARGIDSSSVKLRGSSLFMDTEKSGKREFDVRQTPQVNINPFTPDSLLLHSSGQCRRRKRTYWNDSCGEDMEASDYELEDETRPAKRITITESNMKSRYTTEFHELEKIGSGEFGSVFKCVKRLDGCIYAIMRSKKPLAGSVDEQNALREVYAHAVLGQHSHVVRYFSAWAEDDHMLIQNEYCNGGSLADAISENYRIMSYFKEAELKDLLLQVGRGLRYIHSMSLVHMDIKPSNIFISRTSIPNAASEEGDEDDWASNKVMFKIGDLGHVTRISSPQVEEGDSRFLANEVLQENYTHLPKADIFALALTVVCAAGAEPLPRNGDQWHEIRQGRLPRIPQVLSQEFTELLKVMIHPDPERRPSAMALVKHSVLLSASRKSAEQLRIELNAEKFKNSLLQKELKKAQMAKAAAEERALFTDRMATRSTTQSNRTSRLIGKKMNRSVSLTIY
CHOP inhibitor – CHOP inhibition in unfolded protein response | hit rate 3.8% among 220,000 | inhibition, % at 10 µM | AID 2732 | CHO-K1 CHOP-promoter luciferase, tunicamycin-induced, 15-18 h;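 active means compounds that reduced the stress-induced luciferase reporter signal by more than about 70% of percent inhibition, limit read from the data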;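 further: 0% = tunicamycin plus vehicle and 100% = wells without tunicamycin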
PPC-1+TRAIL kill – compounds killing PPC-1 cancer cells with TRAIL present (potentiator screen, no TRAIL-free arm). hit rate 0.41% among 220,000. PPC-1 cells + TRAIL, ATPLite viability luminescence. cell killing (% activity), % at 4 µM;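 active means cell killing above 50% in the first pass at 4 µM, then a duplicate retest at 5 µM averaging 50% or more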;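 further: plate controls were cells with TRAIL plus DMSO for no effect and medium-only wells lacking cells for full effect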
L929 necroptosis – blocks zVAD induced death of L929 cells; hit rate 0.38% among 220,000; AID 1377; L929 zVAD necroptosis rescue, ATP luminescence, 24 h; with zVAD 60 µM; viability rescue, % at 10 µM;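 active means activation, scaled between plate controls, above about 75%, limit read from the data; inactive means activation under that limit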;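 further: 0% = zVAD with DMSO and 100% = DMSO alone without zVAD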
Tb hexokinase – T. brucei hexokinase 1 inhibition | recombinant TbHK1, G6PDH-coupled NADH A340 | inhibition, % at 10 µM | hit rate 0.11% among 220,000 | AID 1430;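 active means inhibition of 50% or more in the single-dose primary screen; inactive means inhibition below 50%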
FXIa inh – factor XIa (human) inhibition | P03951 | purified FXIa, Boc-Glu-Ala-Arg-AMC fluorogenic substrate | inhibition, % at 5 µM | hit rate 0.14% among 220,000 | AID 798;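 active means inhibition of at least 40%; inactive means inhibition below 40%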;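 further: fluorescence of freed AMC excited at 355 nm; 0% = enzyme without compound and 100% = no enzyme blank; many of its hits are not listed in these tables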
EP2 antag – EP2 receptor (human) inhibition; P43116; hit rate 0.52% among 260,000; AID 1422; C6 glioma cells expressing human EP2, cAMP TR-FRET; cells stimulated with saturating PGE2; inhibition, % at 25 µM;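 active means percent inhibition above 40 after rounding to a whole number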;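 further: rat C6 glioma host cells with rolipram phosphodiesterase inhibitor present; the protocol text gives 20 µM as final concentration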
FXIIa inh 1536 – inhibitors of human coagulation factor XIIa; P00748; hit rate 0.3% among 220,000; inhibition, % at 5 µM; purified FXIIa, Boc-QGR-AMC fluorogenic substrate, 2 h; in the data active means inhibition above about 40%;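 further: 0% = enzyme with no compound and 100% = blank without enzyme; many of its hits are not listed in these tables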
Numbers without * were called inactive; . = no result given; & = joins results of further samples; [ ] = remark or other dose. Some of the compounds tested; count on the stated rates, not on these rows.

Under each structure: TNF death inh	Wee1 degr inh	CHOP inhibitor	PPC-1+TRAIL kill	L929 necroptosis	Tb hexokinase	FXIa inh	EP2 antag	FXIIa inh 1536
> COc1ccc(NC(=O)C2CCCN(S(=O)(=O)c3ccc(C)cc3)C2)cc1OC (stereo unspecified)
    -1.2	-1	26	-10	-0.3	-3	-2	4	4
> CCN(CC)c1ccc(C2N(C(=O)N3CCOCC3)CCN2S(=O)(=O)c2ccc(C)cc2)cc1 (stereo unspecified)
    1.9	-2	-15	12[5 µM]	-0.3	-11	7	4	11
> Cc1ccc(N2C(=O)CC(Sc3ccccc3C(=O)O)C2=O)cc1C (stereo unspecified)
    -0.4	-1	9	-17	0.5	-4	-3	7	.
> O=C(CCN(NC(=O)c1ccccc1)C1=NS(=O)(=O)c2ccccc21)NC1CCCCC1
    2.5	-3	51	9	0.1	26	3	3	10
> CC(=O)Nc1ccc(OCC[n+]2cccc(C(N)=O)c2)cc1
    0.3	-3	6	10	0.9	-1	4	6	11
> O=C(CCn1c(=O)[nH]c2ccsc2c1=O)N1CCN(Cc2ccc3c(c2)OCO3)CC1
    -0.3	-4	-14	19	0.7	-3	-6	.	-2
> Cc1cc(C)n(C(=O)CCNC(=O)c2ccccc2Cl)n1
    -0.5	-1	12	23	-1.2	30	5	10&13	17
> CC1CC(C(F)F)n2nc(C(=O)O)cc2N1 (stereo unspecified)
    0.6	1	21	-14	-0.9	7	2	4	-2
> CSc1ccc(CNc2ccc(Cl)cc2)cc1
    17	5	-15	4	0.0	11	11	9	21
> CCOC(=O)c1c(C)[nH]c(C(=O)COc2ccc3c(c2)OCO3)c1C
    -0.1	5	55	28	1.7	-2	-6	29	23
> COc1ccc(NC(=O)C2=CCN(S(=O)(=O)c3ccccc3)CC2)cc1OC
    0.8	3	-13	10	0.0	-7	-6	3	-4
> Cc1cc2ccccc2n2c(SCC(=O)NCc3cccs3)nnc12
    -0.2	-2	5	-1	0.6	0	32	6&-2	36
> COC(=O)c1ccc(NC(=O)C(C)Oc2ccccc2)cc1 (stereo unspecified)
    1.3	1	32	9	-0.8	2	0	13	13
> CCN1C/C(=C/c2cccs2)c2nc3ccccc3c(C(=O)O)c2C1
    1.2	0	-9	18	0.2	-25	-2	12	13
> CC(NC(=O)C1CCCN(S(=O)(=O)c2cccs2)C1)c1ccccc1 (stereo unspecified)
    0.5	-1	19	-7	-0.4	-1	0	4	8
> O=C(CSc1ncnc2c1nnn2Cc1ccccc1)NC1CCCC1
    2.0	1	1	17	0.9	7	3	4	3
> COc1cc(CO)cc(Br)c1OCC(=O)Nc1cccc2ccccc12
    0.6	-5	-1	7	3.0	1	-4	5	8
> CCOc1cccc(C(=O)Nc2nc(-c3ccc(S(=O)(=O)N4CCOCC4)cc3)cs2)c1
    -6.2	0	36	29	-0.1	-12	3	19	6
> O=c1[nH]c2cc3c(cc2cc1CN(CCc1ccccc1)Cc1nnnn1CC1CCCO1)OCO3 (stereo unspecified)
    -0.7	3	12	10	-0.9	-33	3	4	11
> c1ccc(-c2noc(CSc3nc4ccccc4o3)n2)cc1
    0.4	0	46	4	0.9	-3	2	.	12

Carrying on:
Under each structure: TNF death inh	Wee1 degr inh	CHOP inhibitor	PPC-1+TRAIL kill	L929 necroptosis	Tb hexokinase	FXIa inh	EP2 antag	FXIIa inh 1536
> O=[N+]([O-])c1ccccc1/C=C/CN1CCCCC1
    -1.4	-1	32	-22	0.0	-3	0	3	4
> Cc1noc(NS(=O)(=O)c2ccc(NC(=O)c3cnc4n(c3=O)CCS4)cc2)c1C
    -2.0	0	21	10	0.7	-28	1	5	5
> CCn1c(C(C)NC(=O)c2cccs2)nc2ccccc21 (stereo unspecified)
    3.5	5	-18	-18	1.2	4	-6	14	7
> COc1ccc(NCc2ccc([N+](=O)[O-])s2)cc1
    -18	-2	-31	7	-0.8	-8	35	15	19
> CCNC(=O)NC(=O)COC(=O)CCCSc1nc2ccccc2[nH]1
    0.0	0	-13	13	0.6	-12	14	.	22
> CCC(Sc1nc2ccc(C)cc2[nH]1)C(=O)O (stereo unspecified)
    0.9	2	19	-4	1.1	8	3	12&3	16
> CC(=O)c1cc2c(cc1NC(=O)c1cc3nc(C(C)C)cc(C(F)(F)F)n3n1)OCO2
    -1.9	-2	28	3	-0.4	-5	4	5&8	1
> Cc1ccc(-n2c(-c3ccccc3)c[n+]3c2CCC3)cc1
    -7.2	1	3	21	-1.8	0	-1	2	2
> Cn1cccc1Cc1nnc(SCC(=O)N2CCCc3ccccc32)n1-c1ccc(F)cc1
    1.0	-1	-19	28	-0.6	6	2	8	15
> Fc1ccc(N2CCN(Cc3nnc(-c4ccccc4)o3)CC2)cc1
    1.4	-2	4	23	-0.5	-2	-4	5	0
> COc1cccc(S(=O)(=O)NCC(=O)Nc2ccc(C(C)(C)C)cc2)c1
    1.2	-2	50	-2	3.4	5	-8	7	1
> Cc1ccsc1/C=N/n1c(-c2ccccc2)n[nH]c1=S
    -0.5	-2	17	16	0.2	-6	13	7	15
> CCOC(=O)C(=O)c1c(-c2ccccc2)nc2ccccn12
    0.1	3	11	20	8.8	-18	-2	7	3
> O=C(CSc1nc2ccccc2s1)N/N=C/c1ccc(C(=O)O)cc1
    1.6	1	4	9	1.8	1	-2	-1	2
> COc1cc(C2NC(=O)NC(c3ccccc3)=C2C(C)=O)cc(Cl)c1OCC(=O)O (stereo unspecified)
    2.1	3	-3	7	0.8	-7	-3	5	2
> Cc1nc(-c2ccc(S(=O)(=O)NCc3ccccn3)s2)cs1
    0.5	3	11	3	-0.9	-3	3	8	15
> CCCNC(=O)N1CCN(c2nc(C(C)C)c3c(c2C#N)CC(C)(C)OC3)CC1
    -5.8	-2	32	11	-0.6	-13	5	10	10
> CC1(C)Cc2c(C#N)c(NC3CCCCC3)nc(-c3ccco3)c2CO1
    0.6	7	-31	-8	0.4	4	5	12	9
> CC(C)(C)c1ccc(/C=C(\C#N)C(=O)NCCN2CCOCC2)cc1
    2.6	4	1	6	29	-27	-6	4	5
> COc1ccc(NC(=O)/C(C#N)=C\c2ccc(N3CCOCC3)o2)cc1
    -1.4	-1	3	55*[5 µM]	48	-1	0	13	7

The list continues:
Under each structure: TNF death inh	Wee1 degr inh	CHOP inhibitor	PPC-1+TRAIL kill	L929 necroptosis	Tb hexokinase	FXIa inh	EP2 antag	FXIIa inh 1536
> COc1ccc(/C=N/Nc2nc(N3CCCC3)nc(N3CCCC3)n2)cc1
    2.7	2	8	22	0.2	2	20	5	24
> COc1ccc(-c2nn(-c3ccccc3)cc2/C=C(\C#N)C(N)=O)cc1[N+](=O)[O-]
    -0.1	-1	-127	28	0.8	-20	-2	6	7
> CC(C)(C)NC(=O)c1sccc1C(=O)O
    -0.4	1	-22	.	0.8	-6	3	7	11
> COCCn1c(-c2ccc(OC)cc2)cnc1N
    2.1	-1	-3	1	-0.1	8	14	1	5
> COc1ccc(CSCCN)cc1Cl
    -0.9	-2	11	-20	0.0	3	-15	9	15
> CC(C)NC(=S)N/N=C1\CCCCC1C1CCCCC1 (stereo unspecified)
    -7.4	1	32	17	-0.2	3	-16	0	8
> CCN(CC)CCNC(=O)c1ccc(NS(=O)(=O)c2ccc3c(c2)OCCO3)cc1
    1.4	0	7	0	3.0	-2	-7	9	-7
> Cc1ccc(NC(=O)c2cccc(NC(=O)CCC(=O)O)c2)cc1C
    0.7	1	8	16	1.8	-1	-1	5	4
> COC(=O)/C(=C/c1c[nH]c2ccccc12)NC(C)=O
    2.6	-2	-13	6	0.6	-41	10	10	19
> CC1Cc2ccccc2N1C(=O)CSc1nnc(Cc2ccccc2)n1CCc1ccccc1 (stereo unspecified)
    -1.2	-1	53	2	0.2	-1	-1	.	4
> Cn1c(CCN2CCCCC2)nc2cc(NS(=O)(=O)c3ccc(F)cc3)ccc21
    -1.1	-3	-5	18	-0.2	5	-4	11	7
> CCOC(=O)CSc1ncc(OC)c(=O)[nH]1
    -2.1	-3	10	13	0.4	3	4	5	11
> Cc1ccc(-n2ncc3c(=O)[nH]c(SCC(=O)N4CCCc5ccccc54)nc32)cc1
    0.0	-1	66	13	-0.3	10	-15	9	7
> CC(C)(C)C(=O)C(Cc1ccccc1)n1cncn1 (stereo unspecified)
    0.4	0	3	14	-0.1	1	-5	9	8
> COc1ccc(-n2nc(C(=O)O)nc2-c2ccccc2)cc1
    -0.1	-1	-5	19	0.2	-4	-5	10	8
> CC(C)C(NC(=O)c1ccccc1F)C(=O)OCC(=O)c1ccc(F)cc1 (stereo unspecified)
    -0.1	-2	10	15	4.9	1	-2	7	5
> Cc1ccc(N(C(=O)Nc2ccccc2)C2=NCC(C)S2)cc1 (stereo unspecified)
    2.8	-1	53	-2	0.5	-2	6	7	10
> Cc1onc(-c2c(F)cccc2Cl)c1C(=O)NC(=S)NC1CCS(=O)(=O)C1 (stereo unspecified)
    6.6	-4	-26	-13	0.5	4	8	10	16
> CCCN(CCC)C(=O)Cn1c(=O)n(CCCC(=O)NCc2ccco2)c(=O)c2sccc21
    0.4	-1	5	-43	-0.3	-4	0	5	12
> COc1ccc(S(=O)(=O)N(C(=O)c2ccncc2)c2ccc3oc4c(c3c2)CCCC4)cc1
    3.4	0	15	21	0.7	-13	-3	2	0

More structures.
Under each structure: TNF death inh	Wee1 degr inh	CHOP inhibitor	PPC-1+TRAIL kill	L929 necroptosis	Tb hexokinase	FXIa inh	EP2 antag	FXIIa inh 1536
> Cc1ccccc1-c1nc(CN2CCCC(C(=O)NCc3cccnc3)C2)c(C)o1 (stereo unspecified)
    -2.8	0	-6	-3	0.0	-6	-1	0	11
> COC(=O)CCS(=O)(=O)c1nc(-c2ccccc2)cc(C(F)(F)F)n1
    -22	2	106*	1	-0.4	1	0	6	4
> Clc1ccc(-c2nnc(SCc3nc(-c4ccccc4)no3)o2)cc1
    -0.2	-1	22	0	0.3	-4	6	11	17
> CN(C(=O)N1CCN(S(=O)(=O)c2ccccc2)CC1)c1ccccc1
    -0.4	0	-4	-14	-0.6	3	0	5	7
